Screens deposited in PubChem BioAssay by Broad Institute.
PGC1a acetyl inh: modulators of PGC1a acetylation. U2OS PGC1a acetylation, AlphaScreen anti-acetyl-lysine; with virally co-expressed GCN5 acetyltransferase. inhibition, % at 15.6 µM. 350,000 tested, 0.17% active. AID 651687;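 active = every replicate shows inhibition of at least 40%; inconclusive = mean inhibition at least 40% but some replicate below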;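 note: 0% = neutral control wells and 100% = positive control wells; some results beyond the cut were filed as inactive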
PglD DTNB: PglD (C. jejuni) enzyme inhibition. purified PglD enzyme, DTNB colorimetric CoA detection. AID 602405. inhibition, % at 12.5 µM. 360,000 tested, 0.098% active; in the data active = inhibition above about 16%, passing the limit was not always enough; inconclusive = no clear call, values can overlap the other calls; note: strong numbers were not always called active
* marks the source's active call; other numbers are inactive results; ? = inconclusive. The list is partial; count on the stated rates, not on these rows.

The first 5 records, to show the layout:
PGC1a acetyl inh	PglD DTNB	compound
4.1	0.9	CC1CCCCC1N1CCN(C(=O)c2cccc(F)c2)CC1 (configuration not stated)
1.5	6.1	Cc1cc(O)ccc1C1(c2ccc(O)cc2C)OC(=O)c2ccccc21
-39.1	-2.8	CCSc1oc(-c2ccco2)nc1S(=O)(=O)c1ccccc1
0.8	-0.6	O=C(O)CCSc1nc2ccccc2c(=O)[nH]1
12.0	1.3	O=C(O)c1ccc(N2Cc3ccccc3C2)cc1O

The listing, from the first entry:
PGC1a acetyl inh	PglD DTNB	compound
4.1	0.9	CC1CCCCC1N1CCN(C(=O)c2cccc(F)c2)CC1 (configuration not stated)
1.5	6.1	Cc1cc(O)ccc1C1(c2ccc(O)cc2C)OC(=O)c2ccccc21
-39.1	-2.8	CCSc1oc(-c2ccco2)nc1S(=O)(=O)c1ccccc1
0.8	-0.6	O=C(O)CCSc1nc2ccccc2c(=O)[nH]1
12.0	1.3	O=C(O)c1ccc(N2Cc3ccccc3C2)cc1O
-11.9	-0.8	O=C(NCC(=O)N(Cc1cccs1)C(C(=O)NC1CCCC1)c1cccnc1)c1ccco1 (configuration not stated)
7.6	-7.0	CCC(=O)Nc1nnc(CSCc2ccc(F)cc2)s1
-5.1	0.9	O=C(Nc1ccccc1)c1n[nH]c(Cn2cncn2)n1
10.7	-5.0	CC(C)N(Cc1nc(-c2ccccc2)no1)C(=O)CN(C)S(=O)(=O)c1ccccc1
-3.2	-2.8	Cc1ccc(N2CCN(C(=O)c3ccccc3NC(=O)C3CC=CCC3C(=O)O)CC2)cc1 (configuration not stated)
0.8	-0.4	Cc1cccc(/C=N/n2c(C)nnc2C)c1
0.5	8.4	O=C(O)C1C2CCC(C2)C1C(=O)NCc1ccccn1 (configuration not stated)
-19.7	0.8	CCOCCOc1nc2c(c(=O)n(C)c(=O)n2C)n1CCc1ccccc1
0.0	0.1	CCOc1ccc(NC(=O)Cn2nnc(-c3ccccc3NC(=O)c3cccs3)n2)cc1
-3.4	2.5	Cc1[nH]c2ccc(C(=O)OC(C)C(=O)N(C)c3ccccc3)cc2c1C (configuration not stated)
3.2	0.5	CN(Cc1ccccc1)S(=O)(=O)c1ccc2c(c1)OCCO2
4.3	-2.6	CCCN=C1N(C)C[C@@H]2[C@@H]3C(=O)N(Cc4ccccc4)C(=O)[C@@H]3[C@](C)(C(=O)OC)N12
2.7	0.9	O=C(OCn1nnc2ccccc2c1=O)c1ccc2ccccc2n1
3.3	-0.7	Clc1ccc(COn2c(-c3ccc(Cl)cc3Cl)nc3ncccc32)cc1
9.7	4.3	C=CCn1c(CCCNC(=O)CCC)nc2ccccc21
-25.9	-3.8	CCC(=O)N1CCN(c2ccccc2NC(=O)Cc2ccccc2)CC1
-6.2	-1.8	CCOc1cc(C2CC(=O)NC3=C2C(=O)C(C(=O)OC)C(C)C3)cc(Br)c1O (configuration not stated)
-8.5	0.8	Cc1ccc(NC(=O)CSc2nccc(=O)[nH]2)c(S(=O)(=O)N2CCOCC2)c1
14.2	-0.2	Cc1cc(N=Cc2c(O)ccc3ccccc23)no1
22.5	0.3	COc1cc(C2CC(=O)NC(SCC(=O)Nc3ccccc3C)=C2C#N)ccc1O (configuration not stated)

Compound profiles (already shown).
CCOCCOc1nc2c(c(=O)n(C)c(=O)n2C)n1CCc1ccccc1 in the list: PGC1a acetyl inh = -19.7; PglD DTNB = 0.8
O=C(Nc1ccccc1)c1n[nH]c(Cn2cncn2)n1 in the list: PGC1a acetyl inh = -5.1; PglD DTNB = 0.9

Remaining list, next part:
PGC1a acetyl inh	PglD DTNB	compound
-10.2	-4.2	CC1=Nc2ccccc2/C1=C\c1nc(-c2ccccc2)oc1O
-5.6	0.1	COCCCn1nnnc1SCC(=O)Nc1nc(C)c(C)s1
-6.3	-1.0	CC(C)CNc1nc2c(c(=O)n(C)c(=O)n2C)n1Cc1cccc(Br)c1
0.6	-0.1	COC(=O)c1ccc2ccccc2n1
7.7	-0.5	O=C(C1CCN(S(=O)(=O)c2cccnc2)CC1)N1CCN(C2CCCC2)CC1
6.4	6.2	O=C(O)C1CC=CCC1C(=O)Nc1ccccc1C(=O)N1CCN(c2ccccc2)CC1 (configuration not stated)
-6.3	2.8	O=C(CSc1ccc2c(c1)OCCO2)Nc1ccc(Br)cc1
-9.2	-3.4	CC(C)(C)n1nnnc1C(c1cccs1)N(Cc1cccnc1)Cc1ccccc1Cl (configuration not stated)
4.2	-0.5	Cc1oc2nc(SCCCC(=O)NCCO)nc(N)c2c1C
-15.1	-5.2	CSc1nc(N)nc(SCC(=O)c2ccc(C)cc2)c1C#N
-0.8	0.6	C=CCSC1=C(C#N)C(c2cccc(OC)c2)CC(=O)N1 (configuration not stated)
2.4	-2.4	O=C(NCc1ccccc1)c1ccc(CN(c2ccccn2)S(=O)(=O)c2ccccc2)cc1
6.5	-7.9	CN(C)C(=O)c1cc2cc([N+](=O)[O-])ccc2s1
4.3	9.5	CCCCn1nnc(NC(=O)c2ccc(-c3ccccc3)cc2)n1
6.0	-6.8	CC(C)(C)C1CCC(OCC(O)CN2CCN(c3ccccc3)CC2)CC1 (configuration not stated)
-1.4	-0.9	COc1ccc(CCCc2nnc(SCC(=O)N/N=C\c3ccc(O)c(OC)c3)o2)cc1C
1.2	-0.2	O=C(Cn1cccc1)N1CCN(C(c2ccccc2)c2ccccc2)CC1
6.2	4.1	Cc1cc(SCc2cccc(C(F)(F)F)c2)nc(=O)[nH]1
-21.7	3.2	CC(C)NS(=O)(=O)c1ccc(CCC(=O)Nc2cc(Cl)ccc2Oc2ccccc2)cc1
7.2	9.7	CCc1cc2c(=O)[nH]c(N3CCOCC3)nc2s1
-11.0	3.3	O=C(CCCN1C(=O)CCC1=O)Nc1ccc(Cl)c(C(F)(F)F)c1
5.4	-0.9	O=C(NC(=S)Nc1ccc(Br)cn1)c1cncc(Br)c1
-9.1	-6.8	CCN(CC)C(=O)CSc1nc2cccnc2n1-c1ccccc1OC
21.3	5.4	Cc1ccc(N(C(C)C(=O)Nc2ccccc2C(=O)N2CCOCC2)S(C)(=O)=O)cc1C (configuration not stated)
-2.3	1.1	N#Cc1cccc(CSc2nnc(CCCO)n2-c2ccccc2)c1

A second format for four compounds above.
| SMILES | PGC1a acetyl inh | PglD DTNB |
| --- | --- | --- |
| Cc1ccc(N(C(C)C(=O)Nc2ccccc2C(=O)N2CCOCC2)S(C)(=O)=O)cc1C (configuration not stated) | 21.3 | 5.4 |
| Cc1cc(O)ccc1C1(c2ccc(O)cc2C)OC(=O)c2ccccc21 | 1.5 | 6.1 |
| CN(C)C(=O)c1cc2cc([N+](=O)[O-])ccc2s1 | 6.5 | -7.9 |
| O=C(NCC(=O)N(Cc1cccs1)C(C(=O)NC1CCCC1)c1cccnc1)c1ccco1 (configuration not stated) | -11.9 | -0.8 |

Further structures.
PGC1a acetyl inh	PglD DTNB	compound
1.5	-2.9	C=CCn1c(SCC(=O)Nc2ccc3c(c2)OCO3)nnc1-c1ccccc1
-7.5	-0.8	Cc1ccc(S(=O)(=O)N2CCOCC2)cc1NC(=O)Cn1ccsc1=N
-24.8	-8.8	O=C(CCCc1ccccc1)N1CCN(c2ccc([N+](=O)[O-])cc2)CC1
0.7	-2.3	COc1ccccc1N1CCN(C(=O)CSc2ccc3c(C)cc(C)nc3n2)CC1
6.8	-9.5	O=C(CN1C(=O)c2ccccc2C1=O)N1CCOCC1
-4.1	-2.3	O=C(c1ccco1)N1CCC(c2nc(-c3ccccc3Cl)no2)CC1
-0.2	-3.7	CCOc1ccc(C(=O)NCc2ccncc2)cc1OCC
-5.0	-4.2	Cc1cc(C)c(NC(=O)c2cccc3c2C(=O)N(C2CCCCC2)C3)c(C)c1
3.9	4.2	O=C(c1ccc2c(c1)OCO2)[C@@H]1[C@@H]2C(=O)N(C3CCCCC3)C(=O)[C@@H]2C2c3ccccc3C=CN21 (some centres not stated)
0.5	-0.3	NC(=O)c1ccc(-n2nnnc2SCc2ccc(F)cc2)cc1
-9.3	-2.0	CCOC(=O)C1=C(CSCc2ccccc2)NC(=O)NC1c1cc(C)ccc1C (configuration not stated)
-4.4	0.4	CC(C(=O)N1CCCCC1)N1C(=O)c2ccccc2C1=O (configuration not stated)
9.8	1.4	CCN(Cc1ccccc1)C(=O)CCCOc1ccccc1
9.2	5.2	Cc1nnc(SCC(=O)Nc2ccccc2)[nH]c1=O
-2.9	4.4	COc1ccc(Nc2nc3ccccc3nc2C)cc1
-1.5	1.9	CC(C)(C)NC(=O)/C(=C/c1ccco1)c1ccccc1
1.4	2.0	CC(C)COP(=O)(OCC(C)C)C(O)c1ccccc1F (configuration not stated)
2.9	2.1	COc1cccc(/C=N/n2c(-c3cccs3)n[nH]c2=S)c1
-7.4	5.9	CCc1nnc(NC(=O)c2cc(S(=O)(=O)N3CCN(CC)CC3)ccc2Cl)s1
2.1	-1.3	O=S(=O)(NC1CCCCC1NCc1ccco1)c1ccc(Cl)cc1 (configuration not stated)
-4.8	-2.5	O=C(c1ccc2c(c1)OCO2)N(c1ccccc1)C1C=CS(=O)(=O)C1 (configuration not stated)
-4.1	1.7	CC(C)(C)NC(=O)C(OC(=O)Cn1nnc(-c2ccc(F)cc2)n1)c1ccncc1 (configuration not stated)
-2.2	-4.0	COCC(C)NC(=O)NC(=O)c1ccc(Cl)cc1 (configuration not stated)
-35.4	1.6	COc1ccc(-c2noc(N(C)CC(=O)Nc3cccc(C(F)(F)F)c3)n2)cc1
3.2	2.0	O=C(Nc1cccnc1)c1cnc2ccccc2n1

(continued)
PGC1a acetyl inh	PglD DTNB	compound
-25.3	-4.9	C=CCn1c(N)c(C(=O)NCC2CCCO2)c2nc3ccccc3nc21 (configuration not stated)
1.5	1.0	CCOCCCNC(=O)C1CCC(=O)N1CCc1ccccc1 (configuration not stated)
-1.7	-10.1	CN1CCN(CCCNC(=O)C2CCN(c3nnc(-n4cccc4)s3)CC2)CC1
-7.1	-2.5	CCOC(=O)N1CCC(NC(=O)CCC(=O)N2CC(C)Oc3ccc(C)cc32)CC1 (configuration not stated)
-2.7	-2.6	CCSc1ncc(/C=N/Nc2ccc(Cl)cc2)n1C
-3.2	-4.9	Cc1cc(C)n2c(SCC(=O)N3CCN(S(=O)(=O)c4ccc(Cl)cc4)CC3)nnc2n1
-9.1	8.7	Cc1nn(C(C)C(=O)NCc2ccccc2)c(C)c1[N+](=O)[O-] (configuration not stated)
3.2	4.4	Cc1ccc(S(=O)(=O)CCc2nnc(NC(=O)C3CCCO3)s2)cc1 (configuration not stated)
-6.4	-6.2	Cc1noc(C)c1Cn1nc(C(=O)O)c2ccccc2c1=O
-0.4	-1.8	Cc1cccc2c1OCC/C2=N\NC(=O)COc1ccccc1Cl
9.5	-4.1	CCS(=O)(=O)N1CCN(c2ccc([N+](=O)[O-])c(NCc3ccccc3)c2)CC1
-29.5	-8.1	COc1cc(NC(=S)NC(=O)c2cc(C)cc(C)c2)ccc1NC(=O)c1cccs1
3.9	0.8	CSc1nsc(SCC(=O)NC2CCCCC2)n1
9.5	-0.4	COC(=O)c1ccc(NC(=O)CSc2nc(C)cc(=O)[nH]2)cc1
-8.8	2.7	CC(C)n1c(=NC(=O)c2ccco2)c(C#N)cc2c(=O)n3ccccc3cc21
2.4	-3.2	CCn1cc(CNC(=O)CCc2ccc(OC)cc2)cn1
-0.4	9.2	C=CCn1c(Cc2cccs2)nnc1SCC(=O)c1ccc(F)cc1
1.1	-1.6	COc1ccc(Cl)cc1NC(=O)CSc1nc(N2CCCCC2)nc(N2CCCCC2)n1
12.2	-1.4	CN(C)c1ccc(N/C=C/C(=O)C(C)(C)C)cc1
?	2.1	COCCCn1[nH]c2c3c(ccc2c1=O)C(=O)c1ccccc1C3=O
11.1	-1.7	Cc1c(C(=O)/C=C/c2cccs2)oc2ccc(F)cc12
-2.4	-0.8	CCCOc1ccc(C(=O)Nc2ccccc2[N+](=O)[O-])cc1
-20.8	4.2	Cc1nc2ccc(NC(=O)c3cccc(S(=O)(=O)N4CC(C)OC(C)C4)c3)cc2s1 (configuration not stated)
6.1	-3.3	O=C1C2CC=C(Cl)CC2C(=O)N1CC1Cc2ccccc2CO1 (configuration not stated)
-0.7	-1.2	O=C(Nc1ccc2sc3ccccc3c(=O)c2c1)c1ccccc1Cl

(cont.)
PGC1a acetyl inh	PglD DTNB	compound
5.2	-4.4	CCn1ccc(C(=O)Oc2ccc(Cl)cc2)n1
-9.5	1.7	CCCOC(=O)c1c(NC(=O)CSc2nc(-c3ccco3)cc(C(F)(F)F)n2)sc(C(=O)OC)c1C
-2.8	2.1	CCOC(=O)N1CCN(C(=O)CC(=O)Nc2ccc3nc4n(c(=O)c3c2)CCCCC4)CC1
5.4	6.2	ClC(Br)=C(n1cnc2ccccc21)n1cnc2ccccc21
4.5	-1.6	COC(=O)c1c(NC(=S)Nc2ccccc2Cl)sc(C)c1C
1.0	-1.8	Clc1ccc(C2=Nn3c(nnc3-c3n[nH]c4c3CCC4)SC2)cc1
-25.3	-0.2	Cc1cccc(NC(=O)C(NS(=O)(=O)c2ccc3c(c2)CCC(=O)N3)c2ccccc2)n1 (configuration not stated)
-5.3	-4.1	Cc1onc(-c2c(F)cccc2Cl)c1C(=O)Nc1ccc(S(=O)(=O)Nc2ncccn2)cc1
18.9	-5.8	C=CCc1c(NCCO)nc(C)[nH]c1=O
-1.2	-0.9	Cc1cccc(-n2c(-c3csc(C(C)C)c3)n[nH]c2=S)c1
11.6	-0.7	O=C(Nc1ccc2c(c1)OCO2)C1CCCN1C(=O)Nc1cccc(F)c1 (configuration not stated)
7.9	-5.9	COc1ccc(/C=N/c2c(-c3ccc(OC)cc3)nc3n2CCS3)cc1
9.3	0.6	O=C(NC1CCCC1)C(c1ccncc1)N(Cc1cccs1)C(=O)c1csnn1 (configuration not stated)
-13.1	0.5	CC1CCN(CCCn2c(=S)[nH]c3ccccc3c2=O)CC1
-16.1	8.8	CCOC(=O)c1ccc(NC(=O)CSc2ncccn2)cc1
-4.9	6.3	Cc1cccc2c1N(C(=O)c1ccco1)C(C)(C)c1ssc(=S)c1-2
-8.1	2.3	O=S1(=O)N=C(SCCO)c2ccccc21
